# From PubChem
# USP2a inh: qHTS Assay for Inhibitors of Ubiquitin-specific Protease USP2a Using CHOP2 as the Reporter; Ubiquitin carboxyl-terminal hydrolase 2 (Homo sapiens), O75604; USP2 core, Ub-CHOP2 coupled fluorogenic reporter, 485/531; Potency, µM (highest dose often 38.3 µM), inactives show at the highest dose activity change, negative = inhibition, usual class: inhibitors; 330,000 compounds, 0.01% hits;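 further: potency means the concentration at half of the fitted maximal effect; plate controls were DMSO wells for no effect and full inhibition by NEM control for full effect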
#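 Deubiquitinase activity read as fluorescence (485/531 nm) after Ub-CHOP2 cleavage activates the enterokinase reporter on its substrate; USP2 core 10nM, Ub-CHOP2 and substrate 25nM each, 30min compound preincubation then 60min RT; data normalized to NEM, curves fitted.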
# TRPV1 agonist: HTS Assay for Compounds that Act as Agonists of the Vanilloid Receptor 1 | TRPV1-expressing cells, Fluo-8 calcium influx, agonist mode | activation, % at 8.33 µM | 320,000 compounds, 0.19% hits; in the data active means activation above about 80%; inconclusive means between about 30% and that limit; further: 0% is about no effect
# Target sequence (Q8NER1 whole entry, looked up): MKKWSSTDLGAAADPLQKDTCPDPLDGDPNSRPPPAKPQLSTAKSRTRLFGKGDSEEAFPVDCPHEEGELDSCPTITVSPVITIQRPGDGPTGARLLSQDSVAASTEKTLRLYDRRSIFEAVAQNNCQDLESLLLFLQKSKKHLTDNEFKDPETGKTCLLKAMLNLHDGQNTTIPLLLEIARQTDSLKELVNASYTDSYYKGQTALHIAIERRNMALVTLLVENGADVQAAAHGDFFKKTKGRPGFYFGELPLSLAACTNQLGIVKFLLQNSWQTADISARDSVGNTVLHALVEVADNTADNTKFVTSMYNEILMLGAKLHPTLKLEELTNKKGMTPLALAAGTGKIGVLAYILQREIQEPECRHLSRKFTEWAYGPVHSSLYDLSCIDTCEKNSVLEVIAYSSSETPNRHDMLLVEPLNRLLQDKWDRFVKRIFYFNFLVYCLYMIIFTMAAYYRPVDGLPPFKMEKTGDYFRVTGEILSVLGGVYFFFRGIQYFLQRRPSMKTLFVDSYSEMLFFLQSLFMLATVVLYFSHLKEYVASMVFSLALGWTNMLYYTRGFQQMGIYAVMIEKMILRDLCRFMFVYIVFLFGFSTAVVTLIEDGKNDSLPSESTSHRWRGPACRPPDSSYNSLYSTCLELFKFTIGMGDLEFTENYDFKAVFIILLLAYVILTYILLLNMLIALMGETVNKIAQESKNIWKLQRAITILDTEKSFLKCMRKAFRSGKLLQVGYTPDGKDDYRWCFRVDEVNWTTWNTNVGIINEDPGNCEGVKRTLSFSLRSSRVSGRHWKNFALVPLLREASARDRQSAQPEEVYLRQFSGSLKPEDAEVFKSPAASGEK
#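 TRPV1-expressing cells were cultured overnight at 35.5C and loaded with Fluo-8 calcium dye for 40 to 90 min at room temperature. After a 10 s baseline, compound was added and calcium influx was read kinetically for 3 min (ex 480/em 520 nm).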
# ELG1 DNA repair: qHTS screen for small molecules that inhibit ELG1-dependent DNA repair in human embryonic kidney (HEK293T) cells expressing luciferase-tagged ELG1 | HEK293T ELG1-luciferase reporter, luminescence, 16 h; DNA damage induced by 5-fluorouridine | Potency, µM (titrated, usually from 46.1 µM), for the others: top-dose activity change, negative = inhibition, actives largely listed as inhibitors | 330,000 compounds, 2.3% hits; further: potency means the concentration at half of the fitted maximal effect; on the % scale 0 is the no-effect control and ±100 the full control effect; nearly all actives have a fitted effect of over 55% in size
#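 DMSO vehicle served as the neutral condition. Each well held 2,000 cells given 5-fluorouridine plus compound; after 16 hr at 37 °C/5% CO2, ONE-Glo was added and luciferase measured 30 min later.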
# TCR activator: Activators of T cell receptors: qHTS campaign; primary human leukocytes, anti-CD3, IL-2 HTRF, 48 h; Potency, µM (highest dose often 9.22 µM), for inactives: at the top dose activation of IL-2 secretion, actives largely listed as activators; 330,000 tested, under 10 active; AID 504894, 2011; further: % of control where 0% means no effect
#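 Using a-CD3 beads without co-stimulation, primary human leukocytes were exposed to compounds for 48 hr. An HTRF IL-2 kit measured the cytokine, with europium-to-d2 energy transfer producing emission at 665nm upon 320nm excitation.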
# Eya2 phos inh: qHTS Assay for Inhibitors of the Phosphatase Activity of Eya2; recombinant Eya2, OMFP fluorescence dephosphorylation (OMFP is methylfluorescein phosphate); Potency, µM (titrated, usually from 76.9 µM), for inactives: at the top dose activity, negative = inhibition, actives largely listed as inhibitors; 330,000 compounds, 0.006% hits; AID 488837, 2010; further: potency means the concentration at half of the fitted maximal effect; on the % scale 0 is the no-effect control and ±100 the full control effect
#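 Eya2 (0.2 uM) preincubated 10 min at ambient with compound, then OMFP substrate added at 50 uM; 10 min reaction in 50 mM HEPES pH 7.5, 50 mM NaCl, 5 uM MgCl2, 0.05% BSA, 1 mM DTT. Fluorescence read at Ex 485/Em 525 nm.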
# Mito fusion act: qHTS Assay for Small Molecule Inhibitors of Mitochondrial Division or Activators of Mitochondrial Fusion; S. cerevisiae fusion-defective mutant growth rescue, CellTiterGlo 48 h; Potency, µM (top dose mostly 46.1 µM), without a hit: at the top dose growth rescue (activation), usual class: activators; 320,000 compounds, 0.23% hits; AID 485298, 2010;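 further: potency means the concentration at half of the fitted maximal effect; % of control where 0% means no effect; nearly all actives have a fitted effect of over 45% in size; temperature-sensitive fusion mutants such as fzo1-1 at 37 °C on non-fermentable ethanol glycerol medium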
#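 Yeast fusion mutant, YPEG (non-fermentable carbon), compound, 48 h at 37C non-permissive; CellTiterGlo added, 10 min RT, luminescence read. Rescued growth = division inhibition.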
# KCNH2 3.1 inh: qHTS for Inhibitors of KCHN2 3.1: Mutant qHTS; Potassium voltage-gated channel subfamily H member 2, brain isoform KCNH2 3.1 (human); U2OS KCNH2 3.1, thallium flux FluxOr; stronger effect = lower value; activity change, % (tested at about 1.8 µM); 340,000 compounds, 0.95% hits;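 active means maximum activity change below -70%; inconclusive means maximum activity change from -70% to -50%; inactive means maximum activity change above -50%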;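 further: thallium influx rate constant from kinetic fluorescence after stimulation buffer; on the % scale 0 is the no-effect control and ±100 the full control effect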
#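 Thallium flux via FluxOr fluorescence (Red40 quencher, 45 min loading) in U2OS cells virally expressing the KCNH2 3.1 isoform (1.77 x 10^8 /mL virus, overnight at 37 C). Rate constants from 2-min kinetic reads post-stimulation, normalised to positive and negative controls.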
# KCNH2 WT inh: qHTS for Inhibitors of KCHN2 3.1: Wildtype qHTS; Voltage-gated inwardly rectifying potassium channel KCNH2 (Homo sapiens), Q12809; U2OS, BacMam KCNH2, thallium flux FluxOr; stronger effect = lower value; activity change, % at 1.84 µM; 340,000 compounds, 0.37% hits; AID 720551, 2013;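 active means maximum activity change below -70%; inconclusive means maximum activity change between -70% and -50%; inactive means maximum activity change above -50%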; further: on the % scale 0 is the no-effect control and ±100 the full control effect
#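 U2OS cells transduced with wild-type KCNH2 virus are loaded with FluxOr dye for 45 min, and thallium flux is measured in kinetic reads before and after stimulation buffer. Rate constants are normalized to DMSO controls.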
# AT treatment: qHTS Assay for Identifying a Potential Treatment of Ataxia-Telangiectasia; […] A-T fibroblasts, KAP-1 phosphorylation AlphaLISA; neocarzinostatin DNA damage 30 min before lysis; Potency, µM (titrated, usually from 57.5 µM), for inactives: at the highest dose activation, most hits filed as activators; 320,000 compounds, 0.19% hits; AID 485349, 2010; further: potency means the concentration at half of the fitted maximal effect; % of control where 0% means no effect; nearly all actives have a fitted effect of over 45% in size
#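 ATM-like activity read as KAP-1 phosphorylation via AlphaLISA donor/acceptor antibody pairs after lysis and 6 hr at 25C. Cells were ATM-null patient fibroblasts ([…], hTERT), dosed 60 min, then exposed to the DSB inducer NCS for 30 min.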
# TSHR antag: Antagonists of the Thyroid Stimulating Hormone Receptor: HTS campaign. activity change, negative = inhibition, % at 11.5 µM. AID 504810, 2011. Thyrotropin receptor (Homo sapiens), P16473. TSHR-expressing cells, TSH-stimulated cAMP HTRF, 2 h; stronger effect = lower value. 330,000 compounds, 0.2% hits;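 active means activity change below a set negative limit, meaning inhibition stronger than a set level, cut at about -70% in these data; inconclusive means activity change between two set negative limits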; further: on the % scale 0 is the no-effect control and ±100 the full control effect
#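 Freshly harvested TSHR cells receive pin-tooled compound, then EC80 TSH at 4nM final. After 2 hours at 37 deg C, antibody in lysis buffer and cAMP-d2 are added; 30 minutes at ambient temperature precede the HTRF read.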
# Starred values were filed as active, the others as inactive; ? = inconclusive; · = no result given. Unless noted, the call rests on the fitted dose curve; in most records, active means well fitted curve in the direction sought with a large enough effect; inconclusive means small, poorly fitted or top-dose-only effect, or another doubt; inactive means no such curve, though single readings can be large; an effect the other way counts as inactive or inconclusive.
item | Molecule | KCNH2 WT inh | TSHR antag | AT treatment | ELG1 DNA repair | Mito fusion act
1 | O=C(NCc1ccccc1)C1CCN(c2nc(-c3ccccc3)nc3c2CCC3)CC1 | -16 | 0 | -8% | ? | -4%
2 | O=C(/C=N/O)Nc1ccc(F)cc1 | -8 | -5 | 6% | 3% | 0%
3 | CC(C)C[C@H](NC(=O)CCCn1nnc2ccccc2c1=O)C(=O)O | 3 | 1 | 9% | ? | 1%
4 | O=C(COC(=O)/C=C/c1ccc([N+](=O)[O-])cc1)NCc1cccs1 | -5 | · | 2% | 26% | ·
5 | O=C(C1CC1)N1CCC(C(O)(c2ccccc2)c2ccccc2)CC1 | 6 | 2 | -7% | 6% | 1%
6 | O=c1c2ccc(Cl)cc2[nH]c(=S)n1CCCN1CCOCC1 | 2 | 1 | 0% | 9% | -2%
7 | CCOC(=O)c1ccccc1NC(=O)CSc1cccc[n+]1[O-] | -3 | 18 | 4% | 1% | 6%
8 | COc1ccc(-c2csc(N3CCOCC3)n2)cc1OC | -3 | 5 | -3% | ? | -6%
9 | COc1ccc(OC)c(NC(=O)CSC2=NCCS2)c1 | -1 | -11 | 0% | 0% | -6%
10 | O=C(NCC1CCCO1)C1CCN(S(=O)(=O)c2ccc(Br)cc2)CC1 (configuration not stated) | -15 | 5 | 9% | -15% | 3%
11 | CCCCn1c(N)c(N(CC(C)C)C(=O)C2=NN(c3cc(C)ccc3C)C(=O)CC2)c(=O)[nH]c1=O | -2 | 17 | -4% | 20% | -2%
12 | CCc1ccccc1N1C(=O)CC(N2CCc3ccccc32)C1=O (configuration not stated) | -4 | -1 | 1% | 7% | 4%

item | TRPV1 agonist | USP2a inh | TCR activator | KCNH2 3.1 inh | Eya2 phos inh
1 | ? | 1% | 3% | -20 | -5%
2 | 1 | 1% | -1% | -6 | -1%
3 | -1 | 0% | -5% | -4 | -11%
4 | · | 3% | -8% | 8 | 7%
5 | 5 | 1% | -5% | 0 | 15%
6 | 4 | -1% | 0% | 3 | 11%
7 | 0 | -4% | -1% | -8 | 10%
8 | 2 | -3% | 0% | -3 | -21%
9 | -1 | -7% | -35% | -3 | -12%
10 | -10 | 0% | 3% | -12 | 3%
11 | 3 | -1% | -7% | -4 | 21%
12 | -1 | 3% | 4% | -4 | 3%

# Pulled by compound from the list above (2):
item | Molecule | KCNH2 WT inh | TSHR antag | AT treatment | ELG1 DNA repair | Mito fusion act
10 | O=C(NCC1CCCO1)C1CCN(S(=O)(=O)c2ccc(Br)cc2)CC1 (configuration not stated) | -15 | 5 | 9% | -15% | 3%
8 | COc1ccc(-c2csc(N3CCOCC3)n2)cc1OC | -3 | 5 | -3% | ? | -6%

item | TRPV1 agonist | USP2a inh | TCR activator | KCNH2 3.1 inh | Eya2 phos inh
10 | -10 | 0% | 3% | -12 | 3%
8 | 2 | -3% | 0% | -3 | -21%

# Continued.
item | Molecule | KCNH2 WT inh | TSHR antag | AT treatment | ELG1 DNA repair | Mito fusion act
13 | CC(=O)N1CCN(C(=O)CN2C(=O)NC(C)(c3ccc4ccccc4c3)C2=O)CC1 (configuration not stated) | -20 | 19 | -8% | 4% | 1%
14 | Cc1nc(S(=O)(=O)c2ccc(Cl)cc2Cl)nc2c1CCC2 | -6 | 30 | -3% | 11% | -5%
15 | COc1ccc(C2=NN(C(=O)COC(=O)c3ccc(NC(=O)CC#N)cc3)C(c3ccco3)C2)cc1 (configuration not stated) | -2 | 13 | -4% | ? | 2%
16 | O=C(Nc1ccccc1Oc1ccsc1C(=O)O)c1ccccc1 | -8 | -8 | -12% | 2% | -3%
17 | Cc1cccc(CN2CCCC(C(=O)N3CCc4ccccc4C3)C2)c1 (configuration not stated) | -3 | 6 | 0% | -13% | -1%
18 | CCc1cccc(NC(=O)Cc2cn(C)c3ccccc23)c1 | 7 | 3 | -4% | 2% | -1%
19 | CC(C)CN(C(=O)COC(=O)CCSc1ccc(F)cc1)c1c(N)n(Cc2ccccc2)c(=O)[nH]c1=O | -2 | -4 | 5% | 25% | 0%
20 | Cc1ccc(C)c(N2CCN(S(=O)(=O)c3ccc4c(c3)NC(=O)CO4)CC2)c1 | -24 | 8 | -9% | 2% | 1%

item | TRPV1 agonist | USP2a inh | TCR activator | KCNH2 3.1 inh | Eya2 phos inh
13 | -4 | 3% | -2% | 12 | 17%
14 | · | 1% | 2% | 0 | -23%
15 | 1 | 2% | 1% | -3 | 0%
16 | -1 | 2% | -2% | -16 | 12%
17 | 26 | 2% | 11% | -6 | 8%
18 | -9 | -1% | -3% | 9 | -2%
19 | 0 | 0% | 3% | -3 | 2%
20 | 16 | -7% | 2% | -23 | -1%

# Five of the entries above in order of their number in TSHR antag, high to low.
item | SMILES | TSHR antag
13 | CC(=O)N1CCN(C(=O)CN2C(=O)NC(C)(c3ccc4ccccc4c3)C2=O)CC1 (configuration not stated) | 19
15 | COc1ccc(C2=NN(C(=O)COC(=O)c3ccc(NC(=O)CC#N)cc3)C(c3ccco3)C2)cc1 (configuration not stated) | 13
20 | Cc1ccc(C)c(N2CCN(S(=O)(=O)c3ccc4c(c3)NC(=O)CO4)CC2)c1 | 8
18 | CCc1cccc(NC(=O)Cc2cn(C)c3ccccc23)c1 | 3
19 | CC(C)CN(C(=O)COC(=O)CCSc1ccc(F)cc1)c1c(N)n(Cc2ccccc2)c(=O)[nH]c1=O | -4

# Not all compounds are listed; the hit share may differ from the screen's.
